# From PubChem BioAssay
# JMJD2A Tudor inh: blocks the human JMJD2A Tudor domain; Potency, µM (doses to about 114 µM), inactives show top-dose activity change, negative = inhibition, most hits filed as inhibitors; AID 504339; AlphaScreen JMJD2A-Tudor / H3K4me3 peptide binding; 390,000 tested, 4.4% active; also: potency is read from the fitted curve at half-maximal effect; % is scaled to controls: 0 for no effect and ±100 for the full control effect; nearly all actives have a fitted effect of over 50% in size
# Pin1 inh: inhibitors of human Pin1; Pin1 FP peptide displacement, HiFluor488, 10 min; Potency, µM (series often up to 115 µM), inactives show top-dose activity, negative = inhibition, actives largely listed as inhibitors; 390,000 tested, 0.009% active; active = well fitted inhibition curve with a large enough effect in the polarisation, with a control signal flat, not every such curve was filed as active; inconclusive = small, poorly fitted or top-dose-only effect, or effect the other way, or a change in a side signal; inactive = no such curve, though single readings can be large or run the other way; the % refers to the polarisation; also: potency is read from the fitted curve at half-maximal effect; % is scaled to controls: 0 for no effect and ±100 for the full control effect
# HP1b chromo inh: blocks HP1-beta chromodomain binding to methylated histone tails; AID 540317; AlphaScreen HP1-beta / biotin-H3K9me3 peptide binding; Potency, µM (titrated, usually from 114 µM), for the others: at the top dose activity change, negative = inhibition, usual class: inhibitors; 390,000 tested, 0.56% active; P83916; also: potency is read from the fitted curve at half-maximal effect; nearly all actives have a fitted effect of over 70% in size; inactives centre near 23
# Target sequence (P83916 whole entry, looked up): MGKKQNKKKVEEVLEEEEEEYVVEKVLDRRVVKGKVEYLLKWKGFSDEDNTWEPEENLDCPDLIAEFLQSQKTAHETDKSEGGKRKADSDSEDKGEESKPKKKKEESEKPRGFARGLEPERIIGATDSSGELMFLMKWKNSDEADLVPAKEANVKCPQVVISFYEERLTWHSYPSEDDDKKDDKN
#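 Compound inhibition of the preformed complex between 50 nM HP1-beta and 50 nM biotinylated H3K9me3 peptide was read by AlphaScreen. Buffer was PBS pH 7.4 with 0.01% Tween-20. Incubations ran 30 min at room temperature, with 10 ug/mL donor/acceptor beads.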
# GLS inh: inhibitors of human glutaminase (GLS); GLS enzymatic activity, qHTS titration; 410,000 tested, 0.21% active; Potency, µM (top dose mostly 45.5 µM), for the others: at the highest dose activity change, negative = inhibition, most hits filed as inhibitors; also: potency is read from the fitted curve at half-maximal effect; % is scaled to controls: 0 for no effect and ±100 for the full control effect
#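 Glutamate formation by hKGA was monitored fluorometrically using coupled glutamate oxidase, HRP and Amplex Red. Substrate was added as 1 mM L-glutamine solution; incubation was 30 min at RT after an initial read.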
# BAZ2B block: inhibitors of human BAZ2B bromodomain | AlphaScreen BAZ2B-H3K14Ac peptide displacement | Potency, µM (highest dose often 114 µM), for the others: at the highest dose activity change, negative = inhibition, usual class: inhibitors | 360,000 tested, 4.4% active; also: potency is read from the fitted curve at half-maximal effect; % is scaled to controls: 0 for no effect and ±100 for the full control effect; nearly all actives have a fitted effect of over 60% in size
#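 BAZ2B (50 nM) with biotin-H3(5-23)K14Ac peptide (50 nM) in PBS pH 7.4, 0.01% Tween-20, preformed 30 min, then compound 30 min at room temperature; top concentration 110uM. AlphaScreen streptavidin donor/nickel chelate acceptor beads (10 ug/mL final), 20 min dark, signal read.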
# Tb PGK inh: blocks T. brucei phosphoglycerate kinase. 380,000 tested, 0.043% active. P07378. PGK/GAPDH coupled, Kinase-Glo luminescence, 60 min. Potency, µM (highest dose often 57.5 µM), without a hit: at the highest dose activity change, negative = inhibition, most hits filed as inhibitors; also: potency is read from the fitted curve at half-maximal effect; % is scaled to controls: 0 for no effect and ±100 for the full control effect; nearly all actives have a fitted effect of over 60% in size
# Target sequence (P07378 whole entry, looked up): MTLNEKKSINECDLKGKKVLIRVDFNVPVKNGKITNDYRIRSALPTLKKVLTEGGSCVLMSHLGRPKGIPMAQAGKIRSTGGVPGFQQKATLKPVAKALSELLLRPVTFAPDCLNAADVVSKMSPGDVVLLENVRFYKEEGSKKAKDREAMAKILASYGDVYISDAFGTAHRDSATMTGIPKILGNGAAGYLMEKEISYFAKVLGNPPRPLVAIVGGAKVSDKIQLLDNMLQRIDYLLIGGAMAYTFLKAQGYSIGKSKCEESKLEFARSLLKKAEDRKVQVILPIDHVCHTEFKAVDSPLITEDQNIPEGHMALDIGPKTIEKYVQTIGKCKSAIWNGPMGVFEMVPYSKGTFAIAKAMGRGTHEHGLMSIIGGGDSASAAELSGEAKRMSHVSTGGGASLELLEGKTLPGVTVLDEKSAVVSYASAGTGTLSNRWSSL
#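 Recombinant glycosomal PGK reaction used 1,3-bisphosphoglycerate generated in-well by GAPDH (100nM final) in 100mM TEA pH 7.6, 5mM MgCl2, 0.01% Tween-20. After 60 minutes at room temperature, ATP was read by Kinase-Glo Plus luminescence end-point.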
# G9a block: inhibitors of human histone lysine methyltransferase G9a; AID 504332; Potency, µM (doses to about 102 µM), for the others: top-dose activity, negative = inhibition, actives largely listed as inhibitors; 350,000 tested, 8.8% active; G9a H3K9 monomethylation, AlphaScreen, 2 h; also: potency is read from the fitted curve at half-maximal effect; % is scaled to controls: 0 for no effect and ±100 for the full control effect; nearly all actives have a fitted effect of over 75% in size
#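 Signal arises when biotinylated H3K9 peptide, once monomethylated, bridges streptavidin donor and antibody-captured acceptor beads. Enzyme at 20 nM was preincubated 15 min with test compounds; peptide 500 nM and SAM 20 uM then reacted for 2 h.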
# POLH inh: inhibitors of human DNA polymerase eta; Q9Y253; recombinant Pol eta, fluorescent DNA replication assay; Potency, µM (highest dose often 114 µM), for inactives: top-dose activity change, negative = inhibition, usual class: inhibitors; 390,000 tested, 1.2% active; also: potency is read from the fitted curve at half-maximal effect; % is scaled to controls: 0 for no effect and ±100 for the full control effect
#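 Fluorescent replication assay: 50 nM final substrate added after a 15 min room-temperature compound preincubation with 10 nM enzyme. Signal taken at 0 min and again at 10 min.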
# PI4K2A block: inhibitors of human PI4K2A. 420,000 tested, 0.13% active. activity change, negative = inhibition, % at 76.9 µM. Q9BTU6. AID 1346378. purified PI4K2A, ADP-Glo luminescence, 1 h; active compounds read low; in the data active = activity change below about -50%; inconclusive = mostly about -30% to -49%;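 also: -100% = wells without enzyme as full effect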
# Target sequence (Q9BTU6 whole entry, looked up): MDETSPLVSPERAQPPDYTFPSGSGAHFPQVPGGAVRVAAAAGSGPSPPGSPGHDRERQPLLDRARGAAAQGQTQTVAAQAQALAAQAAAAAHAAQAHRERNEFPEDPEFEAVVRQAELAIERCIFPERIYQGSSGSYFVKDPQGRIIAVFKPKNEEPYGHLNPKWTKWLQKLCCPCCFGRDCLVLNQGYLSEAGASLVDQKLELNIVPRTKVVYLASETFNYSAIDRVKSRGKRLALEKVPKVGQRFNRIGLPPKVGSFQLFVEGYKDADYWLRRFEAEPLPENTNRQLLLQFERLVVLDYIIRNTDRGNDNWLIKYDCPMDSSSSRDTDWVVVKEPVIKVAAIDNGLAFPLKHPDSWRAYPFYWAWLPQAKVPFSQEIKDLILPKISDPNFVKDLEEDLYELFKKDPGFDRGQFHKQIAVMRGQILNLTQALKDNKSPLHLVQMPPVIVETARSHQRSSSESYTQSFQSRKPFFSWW
#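 Compounds are screened against recombinant PI4K2A using PI as substrate and ATP, the latter dispensed at 300 microM. Reactions run one hour at ambient temperature before ADP-Glo detection; full inhibition defined by wells lacking enzyme.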
# An asterisk follows results filed as active; i = inactive; u = inconclusive; x = not tested or not shown; & = joins results of further samples; [ ] = another dose, or the depositor's remark. Unless noted, calls follow the shape of the dose curve; as a rule, active = well fitted curve in the direction sought with a large enough effect; inconclusive = small, poorly fitted or top-dose-only effect, or another doubt; inactive = no such curve, though single readings can be large; an effect the other way counts as inactive or inconclusive. A portion of the library, so the mix of outcomes need not match the whole.
1) O=C(OCc1cc(=O)n2nc(C3CCCCC3)sc2n1)c1ccccc1Cl
2) CCOC(OCC)P(=O)(c1ccccc1)c1ccccc1
3) CCCSCCCNC(=O)Cn1cc2c(n1)CCCCC2
4) COc1cc(C)c(N)cc1C(C)C
5) O=C(Cn1ncn2c(cc3ccccc32)c1=O)NCc1ccco1
6) O=S(=O)(Nc1cc(Cl)ccc1N1CCOCC1)c1ccccc1Cl
7) Cc1ccc(OC(C)C(=O)N=Nc2c(O)[nH]c3ccc([N+](=O)[O-])cc23)cc1 (stereo not given)
8) CCn1cc(C(=O)NCCCN2CCC(C)CC2)c(=O)c2cc(S(=O)(=O)N3CCOCC3)ccc21
9) CCC(CO)Oc1cc(NCc2ccccc2Cl)c2ncn(C(C)C)c2c1 (stereo not given)
10) COc1cc2c(cc1OC)[C@H](C)N(C(=O)CSc1nc(O)c(C(C)C)c(=O)[nH]1)CC2

Compound	1	2	3	4	5	6	7	8	9	10
JMJD2A Tudor inh	-4%	-5%	-19%	u	u	-6%	-27%	-13%	50µM*	-17%
Pin1 inh	u	-2%	1%	-1%	u	2%	-3%	4%	-4%	0%
HP1b chromo inh	46%[activator]	41%[activator]	40%[activator]	u	7%	38%[activator]	26%	26%	-22%	11%
GLS inh	1%	0%	1%	2%	27%	14%	-14%	4%	-11%	11%
BAZ2B block	1%	x	7%	u	50µM*	12%	-4%	-5%	u	3%
Tb PGK inh	-3%	-8%	-2%	i	-4%	-2%	0%	2%	5%	-3%
G9a block	2%[59 µM]	21%[59 µM]	12%	u	u	13%[2.33 µM]	-50%	x	-12%[2.33 µM]	-7%[12.7 µM]
POLH inh	-14%	-13%	-17%	-16%	89µM*	-19%	-12%	-3%	-20%	-5%
PI4K2A block	10	-3	4	11	-6	9	4	5	-7	-1

# Quoted from the listing.
# For Tb PGK inh, O=S(=O)(Nc1cc(Cl)ccc1N1CCOCC1)c1ccccc1Cl has the entry -2%
# For PI4K2A block, CCCSCCCNC(=O)Cn1cc2c(n1)CCCCC2 has the entry 4
# For Tb PGK inh, O=C(Cn1ncn2c(cc3ccccc32)c1=O)NCc1ccco1 has the entry -4%
# For Pin1 inh, COc1cc(C)c(N)cc1C(C)C has the entry -1%

# The list continues:
11) COc1ccc2cc3cc(C(=O)NCCN4CCN(Cc5ccccc5)CC4)oc3nc2c1
12) Nc1ccc(Oc2ccc3c(c2)C(=O)NC3=O)cc1
13) CCc1ccc(NC(=O)C(=O)NNC(=O)c2cccc(OC)c2)cc1
14) CCCc1cc(=O)[nH]c(SC(C)C(=O)Nc2ccc3c(c2)OCCO3)n1 (stereo not given)
15) C=CCOc1nc(-c2ccncc2)nc2ccccc12
16) O=C(Nc1nccs1)[C@@H]1CCCN1C(=O)c1cccs1
17) Cc1ccc(N(CC(=O)NC2CCC(C)CC2)S(=O)(=O)c2cccnc2)cc1 (stereo not given)
18) O=c1c2ccccc2c2ccccc2c(=O)n1Cc1ccco1
19) COc1cccc(C2N(c3cccc(Cl)c3)C(=O)C3CCCN32)c1OC (stereo not given)
20) Cn1nnnc1SCC(=O)N1CCCc2ccccc21

Compound	11	12	13	14	15	16	17	18	19	20
JMJD2A Tudor inh	-16%	-17%	-23%	-17%	-2%	-22%[57.1 µM]	-6%	-11%	-2%	13%[57.1 µM]
Pin1 inh	1%	-1%	u	-6%	4%	-1%	-2%	2%	-6%	3%
HP1b chromo inh	14%	14%	73%[activator]	19%	24%	u	45%[activator]	24%	28%	43%[activator]
GLS inh	1%	3%	-2%	0%	14%	-7%	-5%	4%	-4%	1%
BAZ2B block	-4%	5%	4%	9%	17%	-12%	-3%	11%	-2%	-2%
Tb PGK inh	5%	-5%	-8%	-3%	-7%	4%	-8%	-4%	-5%	i
G9a block	8%[12.7 µM]	-1%[0.501 µM]	29%[59 µM]	15%[12.7 µM]	9%	11%	2%	-9%[59 µM]	-16%	16%[59 µM]
POLH inh	-2%	2%	-16%	-20%	8%	-21%	-2%	-4%	-11%	-17%
PI4K2A block	8	-1	-1	1	-5	2	-4	1	-16	-1

21) Cn1c(SCC(=O)NCC2CCCO2)ncc(C(=O)Nc2ccc(F)cc2)c1=O (stereo not given)
22) COc1cc(OC)c(NC(=O)CCS(=O)(=O)c2ccc3c(c2)oc(=O)n3C)cc1Cl
23) CC(C)(C)C1CCc2c(sc(NC(=O)c3cccc(Cl)c3)c2C(N)=O)C1 (stereo not given)
24) CC(C)c1nnc(NC(=O)CSc2ccccc2)s1
25) O=C1CNC(=O)/C(=C/c2cccs2)N1
26) O=C(c1ccc(Br)cc1)N1CCN(c2ccccn2)CC1
27) Cc1ccnc(NC(=O)C(C)n2cc([N+](=O)[O-])cn2)c1 (stereo not given)
28) O=C(Nc1nc(-c2ccc(Oc3ccccc3)cc2)cs1)C1=COCCO1
29) Cc1onc(-c2ccccc2Cl)c1C(=O)NCc1ccccc1
30) CCN(C(=O)Cn1nc(Cc2ccncc2)c2ccccc2c1=O)c1cccc(C(F)(F)F)c1

Compound	21	22	23	24	25	26	27	28	29	30
JMJD2A Tudor inh	-14%	-1%	-8%	3%	-16%[57.1 µM]	x	-10%	-32%	-10%	-10%
Pin1 inh	2%	0%	-7%	4%	-5%	x	-2%	-3%	-3%	0%
HP1b chromo inh	17%	39%[activator]	-3%	16%	11%	x	5%	4%	36%	57%[activator]
GLS inh	0%	-9%	-18%	-2%	-3%	1%	1%	3%	5%	-4%
BAZ2B block	-2%	8%[57.1 µM]	5%	-25%	-23%	x	2%	-10%	-8%	-8%
Tb PGK inh	-7%	-9%	-3%	-11%	-7%	-5%	8%	-9%	x	6%
G9a block	8%[0.501 µM]	-4%[59 µM]	-34%[59 µM]	u	-19%	x	11%	-17%	-5%[12.7 µM]	u
POLH inh	-1%	-19%	0%	-14%	-5%	-2%	-11%	-17%	-10%	-8%
PI4K2A block	-22	5	4	3	-3	1	2	-5	-1	-5

31) COc1ccccc1CN1CCN(Cc2ccc3ccccc3c2)CC1
32) Cc1ccc(NC(=S)NC(NC(=O)N(C)C)C(Cl)(Cl)Cl)cc1 (stereo not given)
33) O=C(O)c1ccc2c(c1)C(=O)N(CCc1ccc(O)cc1)C2=O
34) COC(=O)c1scc(-c2ccc(C)cc2)c1S(=O)(=O)Nc1cc(OC)c(OC)c(OC)c1
35) COc1ccc(F)cc1S(=O)(=O)n1cc(C)nc1-c1ccccc1
36) CN(C)C(=O)c1nc(C#N)c(N(C)C)o1
37) O=C1NC[C@H](Cc2ccccc2)N(CC2CCN(CCc3ccc(-c4ccccc4)cc3)CC2)C1=O
38) COc1ccc(CN(C)C(=O)c2cccc(NS(=O)(=O)c3ccccc3)c2)cc1F
39) CC(=O)n1cc([C@@H]2C=C(C(=O)NCc3ccccc3)O[C@H](OCCCCO)C2)c2ccccc21
40) CCOc1ccc(NC(=O)c2cccc(S(=O)(=O)Nc3c(C)n(C)n(-c4ccccc4)c3=O)c2)cc1

Compound	31	32	33	34	35	36	37	38	39	40
JMJD2A Tudor inh	8.9µM*	-21%	-2%	-30%	22µM*	-5%	-18%	-12%	-32%	-3%
Pin1 inh	-1%	-1%	-25%	3%	4%	-10%	3%	-2%	16%	3%
HP1b chromo inh	u	-8%	x	-8%	1%	6%	28%	24%	8%	20%
GLS inh	3%	9%	x	10%	-3%	1%	-2%	-16%	2%	-9%
BAZ2B block	22µM*	-1%	0%	-25%	-7%	7%	x	-19%	u	x
Tb PGK inh	-3%	-3%	x	-7%	1%	i	-4%	-9%	-4%	-2%
G9a block	7.9µM*	u	9%[12.7 µM]	0%[59 µM]	9%[59 µM]	u	x	u	x	x
POLH inh	-11%	-20%	x	-12%	u	-1%	-3%	-9%	-1%	-8%
PI4K2A block	-5	10	x	0	5	-2	-2	-1	-4	7

# The last two compounds of the part before are carried over, then new ones follow.
39) CC(=O)n1cc([C@@H]2C=C(C(=O)NCc3ccccc3)O[C@H](OCCCCO)C2)c2ccccc21
40) CCOc1ccc(NC(=O)c2cccc(S(=O)(=O)Nc3c(C)n(C)n(-c4ccccc4)c3=O)c2)cc1
41) COc1ccc(C2=NOC3(CC(=O)N(c4ccc(C)cc4)C3=O)C2)cc1 (stereo not given)
42) O=C(NCc1ccc2[nH]c3c(c2c1)CCCC3)c1ccc(S(=O)(=O)N2CCOCC2)cc1
43) CCOC(=O)/C(C#N)=C1/C=C(C)c2ccccc2N1
44) CCCCNC(=O)c1onc(CSc2ccccc2CC)c1C(=O)O
45) Cc1ccc(NC(=O)CCSCCc2ccccn2)cc1
46) O=C(NNC(=S)NC(=O)c1ccccc1)c1ccc(O)cc1
47) CCCCn1c(=O)cc(O)c2ccccc21
48) CC1CCN(C(=O)CN2C(=O)COc3ccc(Cl)cc32)CC1

Compound	39	40	41	42	43	44	45	46	47	48
JMJD2A Tudor inh	-32%	-3%	-27%	-35%	64%[activator]	-11%	-15%&5%	-17%	6%	2%
Pin1 inh	16%	3%	0%	4%	0%	12%	-4%&2%	0%	0%	-2%
HP1b chromo inh	8%	20%	8%	-7%	112%[activator]	37%	24%&24%	9%	64%	19%
GLS inh	2%	-9%	-5%	2%	0%	21%	0%&3%	7%	3%	2%
BAZ2B block	u	x	61%[activator]	u	53%[activator]	u	6%&8%	6%	-6%	-15%
Tb PGK inh	-4%	-2%	-18%	6%	2%	-4%	-1%&1%	-1%	-2%	0%
G9a block	x	x	u	40µM*	81%[activator]	23%[0.501 µM]	-32%	13µM*	-5%[12.7 µM]	-1%
POLH inh	-1%	-8%	-20%	-15%	4%	-24%	-18%&-17%	-5%	-10%	6%
PI4K2A block	-4	7	1	1	-1	4	0&-3	1	-2	0
